# Bioassay records as filed in PubChem.
# PABP1 MLLE inh: inhibitors of microRNA-mediated deadenylation, human PABP1 MLLE binding. P11940. GST-MLLE / FITC-PAM2 fluorescence polarization. inhibition, % at 20 µM. 0.36% of 360,000 active. AID 588489; in the data active = inhibition above about 35%, passing the limit was not always enough;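 also: plate controls were DMSO wells with GST-MLLE for no effect and wells lacking GST-MLLE protein for full effect; some results filed as inactive read as strong as hits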
# FAS TE block: inhibitors of human fatty acid synthase thioesterase domain. AID 602261. P49327. recombinant FAS-TE, OMFH fluorogenic substrate, fluorescence endpoint. 0.67% of 360,000 active. inhibition, % at 15 µM;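 active = compounds whose normalised, plate-corrected inhibition of enzyme fluorescence in the single-dose primary screen is 50% or more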;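 also: 0% = DMSO with enzyme and 100% = substrate without enzyme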
# MsrA inhibitor: inhibitors of bovine MsrA | purified bovine MsrA, absorbance read-out | inhibition, % at 15.5 µM | 0.75% of 360,000 active | AID 651718; in the data active = inhibition above about 4.5%;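 also: 0% = vehicle wells with enzyme and 100% = reference inhibitor wells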
# Neddylation inh: cullin neddylation inhibition. 0.58% of 360,000 active. calls only at 25 µM. TR-FRET cullin neddylation, biochemical. P61081+Q13564; in the data active = inhibition above about 36%
# TbMetRS inhib: blocks T. brucei methionyl-tRNA synthetase activity. inhibition, % at 11.9 µM. 0.4% of 360,000 active. AID 624268. purified T. brucei MetRS, ATP depletion, Kinase-Glo luminescence;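 active = inhibition above a per-plate cutoff of the control wells' mean inhibition plus 3 SD, cut at about 5.5% in these data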;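 also: 0% = DMSO wells median and 100% = median of wells with control inhibitor compound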
#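 Measured by: Kinase-Glo luciferase luminescence reporting remaining unconsumed ATP. Material: purified T. brucei MetRS enzyme. Doses: 11.9 µM compound single dose, 0.9% DMSO. Medium: HEPES buffer containing pyrophosphatase, BSA, spermine, DTT. Times: 15 min preincubation, 2 h reaction, all 25 °C. Reagent: methionine, ATP and bulk E. coli tRNA.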
# E coli Lon inh: inhibitors of E. coli Lon protease. P0A9M0. purified E. coli Lon protease, fluorescence polarization. inhibition, % at 7.94 µM. 0.42% of 360,000 active. AID 602123; in the data active = inhibition above about 13%, passing the limit was not always enough;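 also: 0% = enzyme with probe and DMSO and 100% = no enzyme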
# Target sequence (P0A9M0 whole entry, looked up): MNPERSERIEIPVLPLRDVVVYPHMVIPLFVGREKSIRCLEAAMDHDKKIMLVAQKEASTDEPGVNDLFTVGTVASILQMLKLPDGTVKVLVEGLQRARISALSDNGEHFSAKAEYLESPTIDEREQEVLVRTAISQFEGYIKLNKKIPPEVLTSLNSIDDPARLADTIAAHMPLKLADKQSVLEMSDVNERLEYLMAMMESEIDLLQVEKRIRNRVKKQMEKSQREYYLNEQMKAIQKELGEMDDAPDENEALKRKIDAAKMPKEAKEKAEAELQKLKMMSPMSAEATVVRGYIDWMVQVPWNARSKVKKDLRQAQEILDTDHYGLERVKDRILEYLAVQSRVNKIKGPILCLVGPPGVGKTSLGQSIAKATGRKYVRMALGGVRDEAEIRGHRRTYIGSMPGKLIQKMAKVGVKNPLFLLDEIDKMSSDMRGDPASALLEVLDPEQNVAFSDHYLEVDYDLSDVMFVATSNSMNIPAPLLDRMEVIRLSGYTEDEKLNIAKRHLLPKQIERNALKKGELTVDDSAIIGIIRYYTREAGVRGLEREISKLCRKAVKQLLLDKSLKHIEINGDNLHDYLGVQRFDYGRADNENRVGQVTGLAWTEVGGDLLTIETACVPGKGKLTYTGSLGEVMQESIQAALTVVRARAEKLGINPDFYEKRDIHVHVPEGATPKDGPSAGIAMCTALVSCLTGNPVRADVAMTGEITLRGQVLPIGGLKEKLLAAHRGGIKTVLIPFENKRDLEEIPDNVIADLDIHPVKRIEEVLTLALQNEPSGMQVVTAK
# MsrA act: activates bovine MsrA enzyme. purified bovine MsrA, absorbance read-out. 0.3% of 360,000 active. activation, % at 10.6 µM; in the data active = activation above about 7.5%;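 also: 0% = vehicle and 100% = reference activator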
# Rin1 Abl inh: human Rin1-Abl interaction inhibition. 0.4% of 360,000 active. TR-FRET Rin1/Abl binding, biochemical. inhibition, % at 7.35 µM. P00519+Q13671; in the data active = inhibition above about 5%, passing the limit was not always enough
# CSN deneddyl inh: blocks human CSN-mediated cullin deneddylation. Q92905. 0.38% of 360,000 active. inhibition, % at 12.5 µM. AID 651999. Purified CSN, SCF-Nedd8-OG deneddylation, fluorescence polarization;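 active = pattern-corrected inhibition above about 35%, with an unprinted fluorescence ratio check between 0.5 and 1.5, limit read from the data, passing the limit was not always enough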;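 also: 0% = enzyme with substrate and 100% = substrate without enzyme; some results filed as inactive read as strong as hits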
#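 Material: human Csn5 produced in HEK293T cells; Input: enzyme 0.24 nM; Reagent: SCFSkp2-Nedd8OG substrate at 10 nM final; Dosing: 12.5 µM compound; Incubation: 90 min reaction at room temperature; Detection: fluorescence polarization of the substrate; Evaluation: % inhibition of substrate cleavage by Csn5; Control set: substrate-only high control, full reaction low control.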
# * marks the source's active call; other numbers are inactive results; i = inactive; / = no result given; & = joins results of further samples.
SMILES	Neddylation inh	PABP1 MLLE inh	Rin1 Abl inh	FAS TE block	MsrA inhibitor	E coli Lon inh	TbMetRS inhib	CSN deneddyl inh	MsrA act
CCOC(=O)C(C)(C)Sc1ncnc2nc[nH]c12	i	-3	2	-5	0.9	-11	-0.2	1	-2
COCCN1C(=O)N(c2cccc(OC)c2)C(=O)C1CC(=O)Nc1ccc(OC)cc1 (stereo not drawn)	i	-3	2	-3	0.4	3	0.4	-1	-3
O=C(Nc1nccs1)c1ccc(NC(=O)C2CC=CCC2C(=O)O)cc1 (stereo not drawn)	i	1	-2	-5	0.4	-4	-0.9	12	-11
CCOc1ccc2c(c1)c1nnc(SCC(=O)NC3CC3)nc1n2C	i	12	-2	-6	-0.2	13	-0.1	6	-1
CCN(C(=O)CCN1C(=O)c2ccccc2S1(=O)=O)c1ccccc1	i	-8	-1	-4	1.4	3	-0.8	2	-11
COCCN(C(=O)COC(=O)COc1ccc2c(c1)CCC2)c1c(N)n(Cc2ccccc2)c(=O)[nH]c1=O	i	-17	0	-4	0.0	1	-0.3	4	-2
CCOc1ccccc1N1CCN(CC(O)COCc2cccs2)CC1 (stereo not drawn)	i	-5	4	-8	2.5	-5	0.5	1	-2
Cc1cccc(NC(=O)c2nc[nH]c2C(=O)NC2CCN(C(=O)OC(C)(C)C)CC2)c1	/	2	1	19	1.1	-4	0.7	2	0
O=S(=O)(c1cccc(Cl)c1)N1CN(CC2CCCO2)c2nc3ccccc3nc21 (stereo not drawn)	i	-14	1	6	1.2	9	-1.0	1	-10
CCn1nc(C(=O)OCC(=O)N(CCC#N)c2ccccc2)c2ccccc2c1=O	i	12	1	-3	1.1	-12	-0.3	0	1
CCOCCOC(=O)Cn1cnc2scc(-c3ccc(C)cc3)c2c1=O	i	-3	0	-4	-0.1	10	-1.1	4	-3
CN(C)c1ccc(/C=C/c2cccc[n+]2[O-])cc1	i	-31	-6	-9	1.7	-64	-0.7	-2	-5
Cc1cccc(OCCCC(=O)Nc2nc3ccccc3[nH]2)c1	i	-9	3	-3	-2.1	-4	63*	3	-2
COc1ccc(N=C(N(C)C)P(=O)(N(C)C)N(C)C)cc1	i	-3&-9	-1&-3	-6&-3	0.1&0.5	5&-4	-0.4&-0.7	1&-2	-2&-3
c1ccc(CNc2ncnc3ccccc23)cc1	i	-1&-6	-4&-1	-2&2	0.7&-0.2	-2&-6	0.7&0.7	-5&-4	-1&0
CC1=C(C(=O)OCc2ccccc2)C(c2ccc(Cl)cc2)NC(=O)N1C (stereo not drawn)	i	14	-1	17	0.7	-2	-0.9	0	-1
CN(C)CC/C=C1/c2cc(F)ccc2CSc2ccc(F)cc21	i	10	-3	-9	-0.8	-4	-0.7	-1	0
Cc1ccc(NC(=O)/C(=C\c2cccnc2)NC(=O)c2ccco2)cc1	i	10	2	-5	0.5	1	-0.1	-4	1
CC(C)OC(=O)CSc1nnc(-c2ccc(Cl)cc2Cl)n1N	i	-68	-4	-4	-0.8	5	-0.5	-1	2
COc1cccc(C(=O)NCCC2=CCCCC2)c1	i	-11	-3	-2	0.2	-1	-1.1	-3	-9
Cn1nc(C(F)(F)F)c(C(=O)Nc2ccc(F)cc2F)c1Sc1ccc(C(F)(F)F)cc1	i	-9	0	28	/	-6	0.5	1	7
COc1ccc(NC(=O)/C(=C\c2cccnc2)NC(=O)c2cccs2)cc1	i	-7	-2	-10	1.1	-5	-0.6	-5	3
Cc1cc(C)c(C#N)c(SCC(=O)Nc2c(C)n(C)n(-c3ccccc3)c2=O)n1	i	2	-4	-3	1.0	-2	-0.1	-1	-3
Cn1c(O)c(/C=C2\C=Nc3ccccc32)sc1=Nc1ccc(C(=O)O)cc1	i	-4	3	3	0.9	-4	0.6	4	-3
Cc1noc(C)c1S(=O)(=O)N1CCCC(C(=O)Nc2ccc(Cl)cn2)C1 (stereo not drawn)	i	-12	1	1	-1.0	-4	-0.1	2	-4
CS(=O)(=O)n1nc(-c2ccc(Cl)cc2)nc1N	i	-10	2	-2	0.0	-7	0.1	-13	-1
O=C(NN1C(=O)CSC1=S)C(=O)NN1C(=O)CSC1=S	i	13	5	-3	3.0	-5	0.4	2	-6
COc1ccc(-n2cnc3cc(C(=O)NCC4CCCO4)ccc32)cc1 (stereo not drawn)	i	-11	3	-1	-0.3	1	0.5	-5	-3
CCCCOCP(=O)(CCCC)COCCCC	i	0	0	-3	-0.1	-5	-0.9	0	-4
Cc1ccc(C(=O)Nc2cccc(NC(=O)c3cccs3)c2)c(C)c1	i	-4	-2	9	-0.3	-7	-0.6	-4	7
COc1cc(C(=O)Nc2ccc(C)cc2C(NCC(=O)NN)c2ccccc2)cc(OC)c1OC (stereo not drawn)	i	-8	6	-10	-0.8	-1	-1.4	0	-3
CC(=O)c1ccc(S(=O)(=O)N2CCN(C(=O)c3ccc(N)c([N+](=O)[O-])c3)CC2)cc1	i	-5	-6	8	-1.0	-2	-0.1	-2	0
CC(=O)Oc1ccccc1C(=O)Nc1ccccc1C(=O)N1CCCCC1	i	-10	-2	-5	-0.9	3	-0.8	5	-12
O=C(c1cccc(Br)c1)c1nc2ccccc2[nH]c1=O	i	-4	0	-3	2.1	-7	-1.0	-1	-9
CCn1c(SCC(=O)c2ccc(CNC(C)=O)o2)nnc1-c1cccs1	i	-4	-1	-3	-0.7	11	-0.6	5	-2
O=C(Nc1nnc(CCN2CCCCC2)s1)c1ccc(Cl)cc1Cl	i	14	0	0	-0.2	2	-0.1	6	-6
CC(=O)c1sc(-c2cccc(Cl)c2)nc1C	i	-13	2	3	0.3	-1	-0.7	0	-2
COc1ccccc1C(=O)Nc1ccc(Nc2ccccc2)cc1	i	-8	-1	-9	-0.8	-8	-0.3	3	-3
COC(=O)c1cccc(NC(=O)/C=C/c2ccc([N+](=O)[O-])cc2)c1	i	-5	2	10	1.2	0	0.0	-4	-4
CCOC(=O)c1c(C)[nH]c(C)c1S(=O)(=O)NCCc1ccco1	i	-13	5	-4	-0.9	-7	-0.3	-4	1
COc1ccc(C(=O)NCC2(c3ccccc3)CCOCC2)cc1	i	4	-1	-6	-1.0	5	-0.5	4	-5
Cc1c(Cl)cccc1NC(=S)NNS(=O)(=O)c1ccc([N+](=O)[O-])cc1	i	26	-5	5	0.8	-5	0.3	-3	-2
C[C@H](NC(=O)[C@H](Cc1ccccc1)n1c(=O)[nH]c2ccccc2c1=O)C(=O)N1CCC[C@H]1C(=O)O	i	-5	-1	-9	-0.2	-2	-3.0	-3	-11
O=C(Nc1ccc(F)cc1)NC1CCN(Cc2ccccc2)CC1	i	6	-3	-10	-0.8	8	-0.7	1	-2
O=[N+]([O-])c1cc([N+](=O)[O-])c(N2CCOCC2)cc1NCc1ccccc1	i	12	-4	27	36*	5	-0.1	0	-2
CC(=O)/C(=N/Nc1cccc(Cl)c1)N1CCOCC1	i	24	1	0	1.6	6	0.2	-3	-2
Fc1c(F)c(F)c(/C=N/NC(=S)Nc2cccnc2)c(F)c1F	i	40*	-1	8	2.0	6	-0.5	5	0
CCCn1c(NC(=O)CN2C(=O)NC3(CCCCC3)C2=O)nc2ccccc21	i	-23	1	-6	-1.5	-18	0.2	3	1
O=C(Nc1nc2c(s1)CCCC2)c1cc(-c2ccccc2)nc2ccccc12	i	-16	0	20	-0.4	-4	0.1	-6	-5
Cc1ccc(N2CC(C(=O)NCc3cccs3)CC2=O)cc1C (stereo not drawn)	i	1	0	0	1.4	6	-0.6	-8	1
COc1cccc2cc(C(=O)NCCc3ccccc3)c(=O)oc12	i	11	-1	27	-0.8	4	-0.9	-8	-4
Cc1ccccc1CC(=O)N1CCN(S(=O)(=O)c2ccc(Cl)s2)CC1	i	-18	2	5	3.0	-9	0.4	-3	-8
OCC1N=C(c2ccccn2)OC1c1ccccc1 (stereo not drawn)	i	0	3	-7	0.7	-10	0.0	0	3
CCCC(c1nnnn1Cc1ccco1)N1CCN(C2CCCC2)CC1 (stereo not drawn)	i	7	-3	-17	-0.4	0	-1.3	3	-13
Cc1ccc2[nH]c(=O)c(CN(CCCN3CCOCC3)Cc3nnnn3C3CCCC3)cc2c1	i	12	-2	-3	2.0	-7	0.4	-3	-2
CN(C)CCCNC(=O)C1(O)c2cc(Br)ccc2NC(=O)N1c1ccc(Cl)cc1 (stereo not drawn)	i	8	0	-6	0.6	-12	0.2	0	-1
O=C(Nc1ccc(F)cc1F)c1ccc(-n2cncn2)nc1	i	10	-3	-1	0.9	0	-0.6	5	0
Cc1ccc(S(=O)(=O)N2CCOCC2)cc1-c1n[nH]c(=S)n1-c1ccccc1	i	-2	2	-6	0.3	-5	-0.5	-8	2
O=C(NCc1ccccn1)c1ccc(CNS(=O)(=O)c2cccc(C(F)(F)F)c2)cc1	i	-10	1	-5	2.2	-4	-1.0	1	-5
CNc1nc2ccccc2n1CC(=O)c1ccccc1	i	-25	0	-1	-1.3	-11	-0.2	6	-4

# (list continues)
SMILES	Neddylation inh	PABP1 MLLE inh	Rin1 Abl inh	FAS TE block	MsrA inhibitor	E coli Lon inh	TbMetRS inhib	CSN deneddyl inh	MsrA act
CCOC(=O)COc1ccc(S(=O)(=O)c2ccc(OCC(=O)OCC)cc2)cc1	i	1	0	7	-0.1	1	-0.5	-5	-2
CCOC(=O)c1[nH]c(C)c(/C(O)=C2\C(=O)C(=O)N(CCN(C)C)C2c2ccco2)c1C (stereo not drawn)	i	5	-6	-3	1.2	3	0.5	2	0
COc1ccc(OCC(O)Cn2c(=N)n(CCN3CCCCC3)c3ccccc32)cc1 (stereo not drawn)	i	-7	-5	-12	1.4	-4	-0.8	5	0
COc1ccc(/C=C2/SC(=O)N(NS(=O)(=O)c3ccccc3)C2=S)cc1OC	i	-30	1	-2	4.5	-9	1.2	11	-2
CC(=O)c1ccc(N2CCN(S(=O)(=O)c3c(C)[nH]c(=O)[nH]c3=O)CC2)cc1	i	13	1	0	1.9	-6	-0.7	-16	-13
Cc1ccc2c(CC(=O)O)coc2c1	i	4	-1	-2	1.0	13	-1.4	-1	-13
Cc1cc(C)nc(/N=C(\N)Nc2ccc3c(c2)OCCO3)n1	i	-1	4	-10	3.8	9	-0.8	4	-3
Cc1cc(S(=O)(=O)Nc2ccccc2C)ccc1F	i	4	-1	0	-1.0	-6	-0.3	1	-6
Brc1csc(/C=N/Nc2nc3ccccc3s2)c1	i	-11	1	17	2.2	-36	-0.6	4	-2
CCc1cnccc1CCC(=O)Nc1ccccc1C	i	5	0	-2	-0.1	-3	-0.1	3	-2
Cc1ccc(SCc2ccc(C(=O)Nc3nccs3)o2)cc1	i	1	-2	15	2.5	2	-0.3	1	-6

# Entries of single compounds, looked up by structure. Order of values: Neddylation inh, PABP1 MLLE inh, Rin1 Abl inh, FAS TE block, MsrA inhibitor, E coli Lon inh, TbMetRS inhib, CSN deneddyl inh, MsrA act
# COc1cccc2cc(C(=O)NCCc3ccccc3)c(=O)oc12 in the list: i, 11, -1, 27, -0.8, 4, -0.9, -8, -4
# CC(=O)c1sc(-c2cccc(Cl)c2)nc1C in the list: i, -13, 2, 3, 0.3, -1, -0.7, 0, -2

# Random draw from the library (roughly 4% active in at least one column).
